BAP1 inh: human BAP1 deubiquitinase inhibition | activity remaining (% of control), % at 20 µM | Q92560 | hit rate 0.48% among 72,000 | recombinant BAP1, Ub-AMC hydrolysis fluorescence kinetic; stronger effect = lower value;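 active = activity remaining at or below 50% of control, provided the compound also passes the data quality filters; inactive = the rest, including low values that fail the filters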;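 note: 100% = DMSO wells rate and 0% = substrate alone blank rate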
Target sequence (Q92560 whole entry, looked up): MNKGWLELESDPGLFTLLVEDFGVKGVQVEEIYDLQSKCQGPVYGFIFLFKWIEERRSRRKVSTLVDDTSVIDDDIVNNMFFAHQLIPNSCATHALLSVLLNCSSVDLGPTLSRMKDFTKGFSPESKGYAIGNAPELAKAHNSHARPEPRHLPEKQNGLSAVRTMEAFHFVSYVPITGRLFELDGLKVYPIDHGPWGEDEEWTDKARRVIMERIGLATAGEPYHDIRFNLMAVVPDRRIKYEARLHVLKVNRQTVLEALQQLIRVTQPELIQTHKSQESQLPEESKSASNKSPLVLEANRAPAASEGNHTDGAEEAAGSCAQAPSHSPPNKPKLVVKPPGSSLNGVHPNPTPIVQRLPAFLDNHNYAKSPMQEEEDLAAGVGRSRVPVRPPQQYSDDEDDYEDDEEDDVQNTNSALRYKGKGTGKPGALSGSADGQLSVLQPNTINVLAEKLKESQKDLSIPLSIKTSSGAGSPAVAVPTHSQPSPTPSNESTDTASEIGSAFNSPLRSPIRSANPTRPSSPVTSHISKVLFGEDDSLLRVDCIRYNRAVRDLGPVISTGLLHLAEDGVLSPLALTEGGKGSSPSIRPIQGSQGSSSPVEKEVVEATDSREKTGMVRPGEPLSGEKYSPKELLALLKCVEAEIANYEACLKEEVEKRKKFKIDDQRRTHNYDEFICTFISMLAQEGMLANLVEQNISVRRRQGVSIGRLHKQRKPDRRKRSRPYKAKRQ
HePTP inh: inhibitors of human HePTP phosphatase | hit rate 0.64% among 110,000 | inhibition, % at 20 µM | P35236 | recombinant HePTP phosphatase activity, OD absorbance | AID 521; in the data active = inhibition above about 50%;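 note: plate controls were vehicle for no effect and reference inhibitor for full effect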
Target sequence (P35236 whole entry, looked up): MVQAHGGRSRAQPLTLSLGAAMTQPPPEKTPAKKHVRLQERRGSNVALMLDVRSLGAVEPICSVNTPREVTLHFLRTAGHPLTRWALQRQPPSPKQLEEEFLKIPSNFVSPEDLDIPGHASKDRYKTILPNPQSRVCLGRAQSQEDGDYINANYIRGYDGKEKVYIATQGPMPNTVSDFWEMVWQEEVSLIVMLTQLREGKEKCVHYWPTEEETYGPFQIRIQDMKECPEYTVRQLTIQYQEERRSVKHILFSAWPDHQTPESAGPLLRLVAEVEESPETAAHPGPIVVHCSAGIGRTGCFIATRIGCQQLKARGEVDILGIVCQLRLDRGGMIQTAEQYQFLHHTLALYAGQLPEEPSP
* = called active by the depositor; x = no result given; & = joins results of further samples.

The first 3 entries, to show the layout:
Second line of a record: HePTP inh, BAP1 inh
- CS(=O)(=O)N(CC(=O)O)c1ccccc1
  -1, x
- COc1ccc([N+](=O)[O-])cc1CSc1nc2ccc(N3C(=O)c4ccccc4C3=O)cc2s1
  11, x
- Cc1ccc2nc(-c3ccc(NC(=O)COc4ccc([N+](=O)[O-])cc4)cc3)sc2c1
  7, x

Results, previewed entries included:
Second line of a record: HePTP inh, BAP1 inh
- CS(=O)(=O)N(CC(=O)O)c1ccccc1
  -1, x
- COc1ccc([N+](=O)[O-])cc1CSc1nc2ccc(N3C(=O)c4ccccc4C3=O)cc2s1
  11, x
- Cc1ccc2nc(-c3ccc(NC(=O)COc4ccc([N+](=O)[O-])cc4)cc3)sc2c1
  7, x
- Cc1cc(C)n(C(=O)COc2c(C)cccc2C)n1
  6, 60
- CN(C)c1ccc(C(=S)N2CCN(c3cccc(Cl)c3)CC2)cc1
  10, x
- CCC(C)NCC(O)Cn1c2ccc(Cl)cc2c2cc(Cl)ccc21 (stereo not drawn)
  0, x
- CC(=O)Nc1nc2c(s1)C(=O)NCC(C)(C)C2
  -17, x
- Cc1ccc(C(=O)Nc2c(C(=O)N3CCC(Cc4ccccc4)CC3)cnn2-c2ccccc2)cc1
  -5, x
- Cc1ccc(-c2ccc(CCC(=O)O)n2Cc2ccco2)cc1
  4, 69
- CC1CCN(C(=O)Cn2c(=O)oc3ccccc32)CC1
  -7, 88
- COc1ccc(CCC(=O)Nc2ccc(Br)cn2)cc1
  9, x
- Cn1/c(=N/N=C/c2ccc(O)cc2O)sc2ccccc21
  7, x
- Cc1ccc(-n2c(N)c(C(=O)N3CCN(C)CC3)sc2=S)cc1
  25, x
- COC(=O)c1ccccc1NC(=S)NC(=O)/C=C/c1ccccc1
  7, x
- COc1ccc(N2CCN(CCNC(=O)c3nnc(Cc4c(F)cccc4Cl)o3)CC2)cc1
  8, 80

Later entries.
Second line of a record: HePTP inh, BAP1 inh
- Cc1ccc(OCC(=O)c2cc(C)c(O)cc2O)cc1
  x, 86
- CCC(C)(C)n1nnnc1C(c1cc2cc(C)ccc2[nH]c1=O)N1CCCC1 (stereo not drawn)
  10, 68
- COc1cccc(CSc2nnc(-c3ccco3)n2C)c1
  -5, 90
- CC(=O)c1ccc2c3c([nH]c2c1)CCCC3
  -7, x
- CC(=O)c1ccc(NC(=O)c2ccc(S(=O)(=O)N3CCCC3)cc2)cc1
  -11, 109
- Cc1c[n+]([O-])n(-c2ccc(C(=O)O)cc2)n1
  11, 102
- CCOC(=O)C1=C(C)NC(=O)NC1c1ccc(F)cc1 (stereo not drawn)
  x, 98
- COc1cc2ccccc2cc1C(=O)Nc1ccccc1C
  -10, x
- CC1CCCCC1NC(=O)Cn1cnc2ccccc2c1=O (stereo not drawn)
  -6, 114
- O=C(CCNc1n[nH]c(=O)[nH]c1=O)N/N=C/CCc1ccccc1
  -17, x
- Cc1ccc(S(=O)(=O)CCSc2nc(C)cc(C)c2C#N)cc1
  5, 87
- CCOC(=O)N1CCN(c2c(-c3ccccc3)c3cc(Cl)ccc3[nH]c2=O)CC1
  9, x
- CCOC(=O)C1=C(C)NC(=O)NC1c1ccc(F)c(F)c1 (stereo not drawn)
  -18, x
- COc1ccc(/C=C(/NC(=O)c2cc(OC)c(OC)c(OC)c2)C(=O)NC(C(=O)O)C(C)C)c(OC)c1 (stereo not drawn)
  -1, x
- CCOC(=O)CSCCOc1ccc(C=O)cc1OC
  3, x

Next section:
Second line of a record: HePTP inh, BAP1 inh
- O=C(NC12CC3CC(CC(C3)C1)C2)c1ccc(Cl)c(Cl)c1
  6, x
- Cc1nnc(SCC2=C(C(=O)O)N3C(=O)[C@@H](NC(=O)Cn4cnnn4)[C@H]3SC2)s1
  24, 99&98
- Cc1nc2c([nH]1)c(=O)oc1ccccc12
  -13, x
- CN(C)CCCNC(=O)/C=C/c1ccc(Cl)cc1
  5, x
- CCOc1ccc(C(=O)Nc2cccc(-c3nc4cccnc4o3)c2)cc1Cl
  13, 55
- CCC(C(=O)N1CCC(Cc2ccccc2)CC1)c1ccccc1 (stereo not drawn)
  4, x
- COc1ccccc1Oc1coc2c(CN3CCN(C)CC3)c(O)ccc2c1=O
  8, x
- N#Cc1c2n(c3c(-c4ccccc4)ncnc13)CCC2
  5&9, 96
- COc1ccc(C2C(C(=O)N3CCN(c4ccccc4)CC3)c3ccccc3C(=O)N2C)cc1 (stereo not drawn)
  2, x
- O=C(CSc1ccccc1)NCc1cccnc1
  6, x
- CSc1nnc(-c2ccc(NC(=O)CCc3ccccc3)cc2)n1C
  14, 92
- CCCCOc1ccc(/C=N/NS(=O)(=O)c2ccc(OC)cc2)cc1OCC
  -8, x
- CC(CN1CCOCC1)(NS(=O)(=O)c1ccccc1)c1ccccc1 (stereo not drawn)
  -4, 112
- OC(C#CCN1CCOCC1)(c1ccccc1)C1CC1 (stereo not drawn)
  -6, 99
- Cc1ccccc1CS(=O)(=O)Cc1ccc(C(=O)NCc2ccco2)o1
  10, 104

Following part:
Second line of a record: HePTP inh, BAP1 inh
- CCC(C)Nc1nc2c(c(=O)n(C)c(=O)n2C)n1Cc1ccc(Cl)cc1 (stereo not drawn)
  -6, 83
- Cc1no[n+]([O-])c1COc1ccccc1C=C1C(=O)NC(=S)NC1=O
  12, x
- O=C(O)CCCNS(=O)(=O)c1ccc(F)cc1
  12, 95
- CC1CC(c2ccccc2)n2nc(N3C(=O)c4ccccc4C3=O)nc2N1 (stereo not drawn)
  9, 101
- O=C(CN1CCN(c2nc(-c3ccc(F)cc3)cs2)CC1)NCc1ccc2c(c1)OCO2
  7, 72
- COc1ccc(NC(=O)COc2ccc3ccccc3c2)c(OC)c1
  -7, x
- COC(=O)C(C)Sc1nc2c(c(=O)n(C)c(=O)n2C)n1Cc1cccc(C)c1 (stereo not drawn)
  14, 105
- CCOC(=O)N1CCC(NC(=O)c2ccc3c(c2)sc2nc(-c4cccc(OC)c4)cn23)CC1
  16, 76
- CCCC1C2C(=O)N(c3ccccc3OC)C(=O)C2ON1c1ccccc1 (stereo not drawn)
  7, 98
- O=c1c2ccccc2nnn1CSc1nc2ccccc2c(=O)n1Cc1ccco1
  7, 122
- Cc1[nH]nc2c1C(c1ccc(-c3ccccc3C#N)o1)C(C#N)=C(N)O2 (stereo not drawn)
  -10, x
- CCOCCn1c(CN2CCN(c3cccc(Cl)c3)CC2)nc2c1c(=O)n(C)c(=O)n2C
  7, 98
- CN=C(Nc1cccc(F)c1)SC1CC(=O)N(c2ccccc2F)C1=O (stereo not drawn)
  -8, x
- O=C(CSc1nc2ccccc2o1)N1CCCC1
  5, 114
- O=C(O)c1ccc(OCc2ccoc2C(=O)O)cc1
  2, x

(list continues)
Second line of a record: HePTP inh, BAP1 inh
- CN(c1cccc(NC(=O)CCSc2ccccc2)c1)S(C)(=O)=O
  6, 185
- O=C1CCc2cc(S(=O)(=O)N3CCN(c4cccc(C(F)(F)F)c4)CC3)ccc2N1
  2, 96
- CCOC(=O)N1CCC(NC(=O)C2CCN(S(=O)(=O)c3cccs3)CC2)CC1
  -2, 106
- O=C(Nc1cc(Oc2cccnc2)cc([N+](=O)[O-])c1)c1cc2nc(-c3ccco3)cc(C(F)(F)F)n2n1
  -9, x
- CC(=O)c1cc(F)c(N2CCCCC2)cc1C
  x, 110
- CCOc1ccccc1NC(=O)c1c(NC(=O)c2ccccc2)sc2c1CCC(C)C2 (stereo not drawn)
  8, x
- Cc1ccc(N(CC(=O)NCc2ccco2)C(=O)CCC(=O)Nc2ccccn2)cc1C
  3, 131
- O=C1c2ccccc2C(=O)N1CC1=NCCc2ccccc21
  12, 64
- COc1ccc(-c2cc3ccc(OCc4nn[nH]n4)cc3oc2=O)cc1OC
  -2, 71
- N/C(=N\OC(=O)c1ccccc1F)c1cccc([N+](=O)[O-])c1
  2, x
- Cc1cccc(NC(=O)C2CCCN(S(=O)(=O)c3cccc4nsnc34)C2)n1 (stereo not drawn)
  11, 93
- Cn1c(=O)c2cc(S(=O)(=O)NC(C(=O)Nc3cccnc3)c3ccccc3)ccc2n(C)c1=O (stereo not drawn)
  4, 94
- C=CCN1C(=O)/C(=C\c2ccc(-c3ccc(C(=O)O)cc3)o2)C(=O)NC1=S
  102*, x
- CC(=O)N(C)c1ccc(OCC(O)COc2ccc(N(C)C(C)=O)cc2)cc1
  -7, 80
- CC(C)C(=O)Nc1ccc(Br)cc1C(=O)O
  10, x

An excerpt from above in order of length of the SMILES, high to low.
Second line of a record: HePTP inh, BAP1 inh
- O=C1CCc2cc(S(=O)(=O)N3CCN(c4cccc(C(F)(F)F)c4)CC3)ccc2N1
  2, 96
- CCOC(=O)N1CCC(NC(=O)C2CCN(S(=O)(=O)c3cccs3)CC2)CC1
  -2, 106
- Cc1cccc(NC(=O)C2CCCN(S(=O)(=O)c3cccc4nsnc34)C2)n1 (stereo not drawn)
  11, 93
- N/C(=N\OC(=O)c1ccccc1F)c1cccc([N+](=O)[O-])c1
  2, x
- CC(C)C(=O)Nc1ccc(Br)cc1C(=O)O
  10, x

Continuation:
Second line of a record: HePTP inh, BAP1 inh
- CCOc1ccccc1OCC(=O)Nc1nnc(C)s1
  1, 102
- O=C1C(=O)N(Cc2ccccc2)C(c2cccc([N+](=O)[O-])c2)/C1=C(/O)c1ccccc1 (stereo not drawn)
  4, x
- COc1cc(/C=N\NC(=O)CNc2ccc(C)cc2)ccc1OC(=O)c1cccs1
  1, x
- O=c1oc2ccccc2cc1-c1cn2ccccc2n1
  x, 101
- COc1ccccc1OCC(=O)Sc1ccc(C)cc1
  3, 96
- CCN(C(=S)NC(=O)c1cccnc1)c1ccccc1
  3, x
- Cc1nc2sc(C(c3cccc(F)c3)N3CCC(C)CC3)c(O)n2n1 (stereo not drawn)
  10, 118
- CN1C(=O)NC(=O)/C(=C/c2ccc(O)c([N+](=O)[O-])c2)C1=O
  -10, x
- Nc1cccc(C(=O)Nc2ccccc2Cl)c1
  6, 112
- CCN(CC)CCNC(=O)Cc1c(C(=O)O)n(C)c2ccccc12
  -9, 88
- O=C(COc1ccc(F)cc1)Nc1ccc(-n2cnnn2)cc1
  3, 98
- CC1=NN(c2cccc(C(F)(F)F)c2)C(=O)/C1=C/c1ccc(N(C)C)cc1
  -3, x
- COC(=O)C1=NNC2(C)C(=O)N(c3ccccc3Cl)C(=O)C12 (stereo not drawn)
  5, x
- COc1ccccc1/C=C1\SC(N2CCOCC2)=NC1=O
  2, x
- CC1(C)Cc2c(C#N)c(N3CCN(C(=O)c4ccco4)CC3)nc(-c3ccco3)c2CS1
  4, x

Other structures follow.
Second line of a record: HePTP inh, BAP1 inh
- COc1cccc(CN2CCN(Cc3cc(Br)ccc3O)CC2)c1OC
  -7, x
- COC(=O)c1cn(NC(=O)C2CCCO2)c(=O)c2ccccc12 (stereo not drawn)
  11, 94
- CSc1ccc(C2C(C#N)=C(N)Oc3c2ccc(=O)c2c(C)oc(C)c32)cc1 (stereo not drawn)
  7, 32*
- O=C(CCCSc1nc2ccccc2[nH]1)NCc1ccco1
  1, 116
- Cc1cc(C)cc(NC(=O)C2CCCC2)c1
  8, 114
- Cc1ccc(-c2nc(N/N=C/c3cccc(F)c3)c3ccccc3n2)cc1
  3, x
- Cc1ccc2c(c1)N(CC(=O)NCc1cccs1)C(=O)CO2
  4, 110
- O=C(NCCCN1CCCC1=O)C1CCN(S(=O)(=O)N2CCOCC2)CC1
  -1, 102
- Cc1ccc(-c2noc(CSc3nnnn3C3CCCCC3)n2)cc1
  -5, 85
- Cc1ccc(C(=O)Nc2nn[nH]n2)cc1
  6, x
- CCOc1ccc(NC(=O)COc2ccccc2)cc1
  4, x
- CCOC(=O)c1ccc(N=Cc2nc3ccccc3n2C)cc1
  7, 96
- O=C(O)CCCCCN1C(=O)C(=O)/C(=C(/O)c2ccccc2)C1c1cccc(F)c1 (stereo not drawn)
  -5, x
- Cc1c(C(=O)O/N=C(\N)Cc2cccc3ccccc23)cccc1[N+](=O)[O-]
  0, x
- Cc1cc2ccccc2n2c(SCC(=O)N3CCN(C(=O)c4ccco4)CC3)nnc12
  -1, 108

Next section:
Second line of a record: HePTP inh, BAP1 inh
- O=C(Cn1cc(C(=O)c2cccs2)c2ccccc21)NCC1CCCO1 (stereo not drawn)
  6, 94
- COc1ccc(C2c3c(oc4ccc(Cl)cc4c3=O)C(=O)N2Cc2ccco2)cc1OC (stereo not drawn)
  -2, x
- Cc1noc(C)c1CN1C(=O)NC2(CCCCCCC2)C1=O
  10, 93
- COc1cccc(OCCOc2ccc(/C=C3/SC(=S)N(c4ccccc4)C3=O)cc2)c1
  1, x
- CCOC(=O)C1CCN(C(=O)Cn2cc(C(=O)C3CC3)c3ccccc32)CC1
  -5, x
- C=CCn1c(NCc2ccccc2)nc2ccccc21
  6, 100
- Cc1ccc(C)c(-c2cc(C(=O)NN)c3ccccc3n2)c1
  5, x
- Fc1cccc(Cl)c1/C=N/Nc1nc2ccccc2s1
  15, x
- CCOC(=O)COc1ccc(/C=N/NC(=O)COc2ccc([N+](=O)[O-])cc2)c(OCC(=O)OCC)c1
  -2, x
- O=C(CSc1nccn1-c1ccc(Cl)cc1)NCc1ccc2c(c1)OCO2
  2, 92
- O=C(NC(=C(Cl)Cl)S(=O)(=O)c1ccc(Cl)cc1)c1ccccc1
  -4, x
- CCOC(=O)c1ccc(NS(=O)(=O)c2ccc3c(c2)oc(=O)n3C)cc1
  -1, 95
- CCOC(=O)c1sc(NC(=O)COc2ccc(C)cc2Br)nc1C
  -3, x
- O=C(N/N=C\c1ccc[nH]1)c1cccc2c3c([nH]c12)CCCC3
  6, x
- Cc1c(NC(=O)C23CC4CC(CC(C)(C4)C2)C3)c(=O)n(-c2ccccc2)n1C
  7, 67

The list continues.
Second line of a record: HePTP inh, BAP1 inh
- COc1cc(NC(=O)CC(C)C)ccc1NC(=O)c1ccco1
  -3, 93
- Cc1noc(C)c1COc1cccc(C(=O)N2CCN(C/C=C/c3ccccc3)CC2)c1
  4, 101
- CC(C)C(=O)Nc1ccc(C(=O)Nc2ccccc2C(=O)O)cc1
  10, x
- CCn1cc(C(=O)NCCCOC(C)C)c2cc(OC)c(OC)cc2c1=O
  11, 119
- Cn1c(=S)n(CCC(=O)O)c2ccccc21
  -5, 87
- Cc1ccc(CS(=O)(=O)Cc2ccc(C(=O)NCCCN3CCOCC3)o2)cc1
  0, 101

Bioassay records deposited in PubChem BioAssay by several laboratories.

The order is random; overall some 0.79% were active at least once.
